Chronic BCR inh = chronic active BCR signaling inhibition; hit rate 0.05% among 340,000; Potency, µM (doses to about 46.1 µM), for the others: at the highest dose ratio change, negative = lower green/red ratio, hits mostly inhibitors; AID 493014; ABC-DLBCL IkBa-CBG/CBR reporter, luminescence ratio, 4 h; active = well fitted inhibition curve with a large enough effect in the signal ratio, with a control signal flat, not every such curve was filed as active; inconclusive = small, poorly fitted or top-dose-only effect, or effect the other way, or a change in a side signal; the % refers to the signal ratio;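 note: potency is the fitted concentration of half-maximal effect; plate controls were basal doxycycline-induced cells for no effect and cells given 10 µM MG132 for full effect; MG132 reads +100%, hits lower the ratio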
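Doxycycline induced both beetle luciferases in TMD8 lymphoma cells; IKK-driven degradation limits the IkappaBalpha-fused green signal, while red luminescence normalises for cell number and nonspecific effects. Compounds tested up to 46 uM, 4 hrs.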
S-ASM inh = human S-ASM enzyme inhibition | P17405 | placental ASM, HMU-PC fluorogenic substrate, 60 min | Potency, µM (doses to about 57.5 µM), inactives show at the highest dose activity change, negative = inhibition, hits mostly inhibitors | hit rate 0.006% among 340,000 | AID 504937; note: potency is the fitted concentration of half-maximal effect
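qHTS format. ASM enzyme prepared from human placenta hydrolyses the fluorogenic substrate HMU-PC0 (9 uM final) over 60 min at 37 °C after a 10 min compound preincubation.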
FBPA coupling cs = inhibits coupling enzyme system, counter-screen for aldolase hits; hit rate 0.67% among 290,000; coupling enzyme system counterscreen, AmpLite Red fluorescence; activity change, negative = inhibition, % at 58.2 µM, hits read low; in the data active = activity change below about -30%; note: % is set by controls: 0 for no effect and ±100 for the full control effect
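Final compound at 57.5 uM, incubated 10 min at RT with coupling enzyme reagent (glyceraldehyde-3-phosphate), then 20 min with substrate and AmpLite Red detection. Fluorescence read at 525/598 nm; tests interference with the coupling assay, not aldolase inhibition.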
PKM2 act = activators of human pyruvate kinase M2; P14618; purified PKM2, Kinase-Glo ATP luminescence, activation; response scale: 0% is enzyme alone, no compound; Potency, µM (highest dose often 57.5 µM), inactives show at the highest dose activation, most hits filed as activators; hit rate 0.34% among 260,000; note: potency is the fitted concentration of half-maximal effect; % is set by controls: 0 for no effect and ±100 for the full control effect; nearly all actives have a fitted effect of over 55% in size
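hPK-M2, >95% pure; 0.1 mM ADP / 0.5 mM PEP final; imidazole pH7.2 buffer w/ 7 mM MgCl2, 50 mM KCl; 1 h RT; Kinase-Glo lum. Intermediate enzyme activity for dual inhibitor/activator qHTS.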
PTAP TSG101 blk = blocks PTAP/TSG101 interaction to inhibit HIV-1 budding. Potency, µM (highest dose often 115 µM), for inactives: top-dose activity change, negative = inhibition, usual class: inhibitors. AID 493005. Q99816. 340,000 tested, under 10 active. Fluorescence polarization, FITC-PTAP peptide / Tsg101 binding; active = well fitted inhibition curve with a large enough effect in the main read-out, with a control signal flat, not every such curve was filed as active; inconclusive = small, poorly fitted or top-dose-only effect, or effect the other way, or a change in a side signal; inactive = no such curve, though single readings can be large or run the other way; note: potency is the fitted concentration of half-maximal effect; % of control where 0% means no effect
Target sequence (Q99816 whole entry, looked up): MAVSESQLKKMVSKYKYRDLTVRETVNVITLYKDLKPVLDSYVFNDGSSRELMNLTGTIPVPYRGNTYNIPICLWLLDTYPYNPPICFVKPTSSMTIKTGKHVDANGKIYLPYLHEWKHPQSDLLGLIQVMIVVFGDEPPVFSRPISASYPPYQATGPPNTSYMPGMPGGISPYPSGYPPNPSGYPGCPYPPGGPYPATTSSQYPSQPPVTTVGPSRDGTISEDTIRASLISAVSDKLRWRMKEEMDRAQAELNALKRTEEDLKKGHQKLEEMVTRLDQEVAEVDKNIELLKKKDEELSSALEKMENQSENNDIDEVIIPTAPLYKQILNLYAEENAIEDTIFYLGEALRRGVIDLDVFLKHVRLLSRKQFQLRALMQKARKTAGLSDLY
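FP read-out: FITC-PTAP peptide, 50 nM final, binding Tsg101 binding domain, 10 uM final; 20 min, r.t.; 10 mM HEPES pH 7.5, 0.15 M NaCl, 0.01% Tween 20, 3 mM EDTA, 0.1 mM TCEP.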
Integrin act MD = activates integrin-mediated alleviation for muscular dystrophy. alpha7betagal myoblasts, beta-gal FDG fluorescence, 48 h. Potency, µM (top dose mostly 38.3 µM), for inactives: at the top dose activation, hits mostly activators. hit rate 0.064% among 350,000. AID 624291;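 note: potency is the fitted concentration of half-maximal effect; 100% = response of the positive control SU9516; nearly all actives have a fitted effect of over 60% in size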
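Alpha7betagal+/- myoblasts (passage 13) were plated 16-24 hr, then exposed to compounds (1:260 dilution of DMSO stock) for 48 hours at 37C. After MPER lysis, β-galactosidase reporter activity was read as FDG fluorescence (ex 480/em 540) after 30 minutes.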
B2AR arrestin = beta2AR (human) beta-arrestin recruitment activity; beta-arrestin recruitment to beta2AR, cell-based reporter; Potency, µM (series often up to 46.1 µM), without a hit: top-dose activation, actives largely listed as activators; hit rate 0.02% among 330,000; AID 492947;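 note: potency is the fitted concentration of half-maximal effect; 0% = DMSO controls and full agonism = EC100 isoproterenol or metaproterenol; nearly all actives have a fitted effect of over 65% in size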
Tb PFK block = blocks T. brucei phosphofructokinase; T. brucei PFK, ADP-Glo luminescence; Potency, µM (titrated, usually from 57.5 µM), for inactives: top-dose activity, negative = inhibition, usual class: inhibitors; AID 485367; hit rate 0.17% among 330,000;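 note: potency is the fitted concentration of half-maximal effect; 0% = uninhibited 1x PFK enzyme wells and -100% = no-enzyme wells; nearly all actives have a fitted effect of over 60% in size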
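ADP-Glo luminescence quantified ADP after 45 min at room temperature, with 1.25 nM T. brucei PFK, 0.1 mM ATP and 0.5 mM fructose-6-phosphate in pH 8.0 TEA buffer. qHTS titrations up to 57 µM; curves classified by quality.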
Menin MLL FP TR = menin-MLL binding inhibition, Texas Red mutant peptide; O00255; AID 1768; Potency, µM (titrated, usually from 61.6 µM), inactives show top-dose FP activity change, negative = inhibition, hits mostly inhibitors; Menin + Texas Red MLL mutant peptide, fluorescence polarization; hit rate 0.23% among 270,000; active = well fitted inhibition curve with a large enough effect in the polarisation, with a control signal flat, not every such curve was filed as active; inconclusive = small, poorly fitted or top-dose-only effect, or effect the other way, or a change in a side signal; inactive = no such curve, though single readings can be large or run the other way; the % refers to the polarisation; note: potency is the fitted concentration of half-maximal effect; % of control where 0% means no effect; many of its hits are not listed in these tables
Giardia kill = Giardia lamblia killing | Giardia lamblia trophozoite viability | activity change, % at 7.66 µM, hits read low | hit rate 0.15% among 340,000; in the data active = activity change below about -80%; inconclusive = between about -30% and that limit;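 note: parasites exposed to compound for two days anaerobically before the ATP read; % is set by controls: 0 for no effect and ±100 for the full control effect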
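Media and compound were dispensed first, then trophozoites at 100 cells/well; plates sat 48 hrs at 37 deg C without oxygen before ATP luminescence reagent was added and read after 15-30 min at room temperature.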
GALK inhibitor = galactokinase (human) inhibition; AID 1868; Potency, µM (titrated, usually from 57.5 µM), for inactives: top-dose activity change, negative = inhibition, usual class: inhibitors; Purified GALK, Kinase-Glo residual ATP luminescence; P51570; hit rate 0.007% among 270,000; note: potency is the fitted concentration of half-maximal effect; % is set by controls: 0 for no effect and ±100 for the full control effect
Target sequence (P51570 whole entry, looked up): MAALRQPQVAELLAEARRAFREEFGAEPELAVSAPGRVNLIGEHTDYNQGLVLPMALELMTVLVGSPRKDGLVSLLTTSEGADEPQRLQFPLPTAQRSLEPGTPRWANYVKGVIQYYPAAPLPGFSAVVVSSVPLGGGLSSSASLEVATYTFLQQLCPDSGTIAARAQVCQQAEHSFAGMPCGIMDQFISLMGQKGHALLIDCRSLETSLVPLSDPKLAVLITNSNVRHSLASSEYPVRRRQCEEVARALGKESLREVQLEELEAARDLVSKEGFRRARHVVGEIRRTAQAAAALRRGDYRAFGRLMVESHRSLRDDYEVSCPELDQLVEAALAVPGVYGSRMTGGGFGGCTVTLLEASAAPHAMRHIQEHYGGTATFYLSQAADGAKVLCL
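Luminescence from leftover ATP (Ultra-Glo luciferase/luciferin) served as read-out after a 1 h room-temperature reaction of 5 nM GALK with 35 uM ATP and 100 uM galactose.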
Numbers without * were called inactive; ? = inconclusive; / = no result given; [ ] = remark or other dose. Unless noted, calls come from the whole dose curve; as a rule, active = well fitted curve in the direction sought with a large enough effect; inconclusive = small, poorly fitted or top-dose-only effect, or another doubt; inactive = no such curve, though single readings can be large; an effect the other way counts as inactive or inconclusive. These rows are one share of the data, so the mix of outcomes need not match the whole.

Structure	Tb PFK block	Chronic BCR inh	B2AR arrestin	PKM2 act	Giardia kill	Integrin act MD	PTAP TSG101 blk	GALK inhibitor	Menin MLL FP TR	S-ASM inh	FBPA coupling cs
O=C1CCCC2=C1C(c1ccccn1)Nc1ccc(C(=O)c3ccccc3)cc1N2 (stereo not drawn)	-15%	-1%	-0.2%	5%	18	25%	0%	0%	-7%	3%	1
CCn1ncc(C2=NOC(C(=O)Nc3ccccc3C(=O)OC)C2)c1C (stereo not drawn)	1%	-13%	0.3%	1%	1	-20%	-5%	3%	-1%	-5%	1
CCN(C(=O)CN1CCN(S(=O)(=O)c2cc(Cl)ccc2Cl)CC1)c1c(N)n(Cc2ccccc2)c(=O)[nH]c1=O	-4%	3%	-0.6%	-12%	-9	-3%	-5%	0%	-11%	12%	0
Cc1ccc(N2CC(C(=O)N3CCC(C(=O)Nc4nnc(C(C)(C)C)s4)CC3)CC2=O)cc1 (stereo not drawn)	1%	5%	0.2%	8%	-1	12%	-9%	16%	?	0%	1
Cc1c(Cl)ccc2sc(N3CCN(C(=O)C4=COCCO4)CC3)nc12	9%	?	-0.3%	/	-13	-26%	-1%	/	/	/	/
CC(C)(C)NC(=O)CN(CC1CCCO1)C(=O)CNS(=O)(=O)c1ccc(F)cc1 (stereo not drawn)	-21%	3%	-0.2%	4%	-28	0%	-2%	8%	-16%	11%	-6
COCCCn1c(SCC(=O)NC2CCCCC2)nnc1-c1ccco1	-3%	3%	0.4%	/	-13	4%	2%	-3%	19%	1%	-5
COc1ccc2cc(C3OCCO3)c(Cl)nc2c1	-1%	?	0.1%	2%	-23	5%	1%	1%	7%	3%	2
CCCc1ccc(C(C)NC(=S)NCc2ccc(F)cc2)cc1 (stereo not drawn)	-4%	?	3.4%	-3%	-22	-64%[inhibitor]	-2%	-7%	23%	-11%	-4
COc1ccc(Nc2nc(-c3cccs3)cs2)c(OC)c1	-1%	-3%	-1.0%	3%	-8	-3%	-3%	3%	?	-6%	-5
CN(CC(=O)NC(=O)NCc1ccco1)Cc1nc2ccccc2c(=O)[nH]1	?	2%	-2.0%	1%	10	-7%	-4%	1%	1%	4%	-2
O=C(COC(=O)COc1ccc(Br)cc1)NCCC1=CCCCC1	0%	0%	-0.2%	-1%	6	0%	0%	1%	-12%	2%	-1
COc1cc(/C=C/C(=O)c2ccc(NS(=O)(=O)c3ccc(C)cc3)cc2)ccc1OC(F)F	1%	?	-1.1%	0%	-2	-42%	0%	-1%	?	-8%	0
CC(=O)Nc1nonc1-c1ccccc1	-8%	3%	-1.0%	12%	9	18%	-4%	3%	1%	1%	-1
C=CCn1c(-c2cc(Cl)ccc2OC)n[nH]c1=S	7%	3%	0.2%	2%	-7	3%	-2%	-2%	?	-12%	2
Cc1ccc(-c2nnc(Nc3ccc(O)cc3)c3ccccc23)cc1S(=O)(=O)NCCO	-5%	?	12%	5%[11.5 µM]	-16	-17%	-3%	0%	-2%	-5%	2
CC1CCc2c(sc3nc(CN4CCOCC4)nc(NS(=O)(=O)c4cccc([N+](=O)[O-])c4)c23)C1 (stereo not drawn)	-9%	?	-0.2%	?	-19	-7%	-2%	-5%	-2%	-7%	4
CC(=O)c1c(C)[nH]c(C(=O)COC(=O)c2cccnc2Cl)c1C	2%	0%	0.5%	/	-8	23%	-1%	/	/	-1%	/
COc1ccc(S(=O)(=O)Nc2ccccc2N2CCOCC2)cc1[N+](=O)[O-]	2%	-3%	-0.9%	0%	5	-17%	-2%	0%	/	1%	1
Cc1c(C(=O)NCc2ccco2)oc2c(F)cccc12	-19%	?	-0.2%	/	-24	9%	-2%	/	/	2%	/
CCCCC(NS(=O)(=O)c1ccc(OC)cc1)C(=O)O (stereo not drawn)	4%	0%	-0.1%	0%	1	12%	-5%	3%	0%	1%	0
Cc1ccc(-c2n[nH]c(=S)n2/N=C/c2ccc(C(=O)O)cc2)cc1	-17%	4%	0.3%	/	?	0%	-3%	-2%	17%	5%	2
COc1ccc(N2C(=O)N(Cc3ccc(C)cc3)c3ccccc3S2(=O)=O)cc1	-1%	-10%	-0.1%	-2%	-16	9%	1%	13%	4%	1%	4
COc1cccc(-n2c(CN3CCN(c4cccc(C)c4)C(C)C3)nc3ccc([N+](=O)[O-])cc3c2=O)c1 (stereo not drawn)	0%	-3%	-0.4%	-2%	6	-5%	-1%	3%	-2%	-9%	0
CCN(CC)S(=O)(=O)c1ccc(NC(=O)c2ccc(N(C)S(C)(=O)=O)cc2)cc1	0%	?	-0.1%	0%	2	-3%	-6%	0%	22%	-8%	0
CCCCCCNC(=O)CC(NS(=O)(=O)c1ccc(NC(C)=O)cc1)C(C)C (stereo not drawn)	-6%	?	-0.5%	2%	-10	4%	-5%	2%	1%	-2%	7
Cc1ccc(N2C(=O)C3C(C2=O)N2CCCN2C3c2ccccc2)cc1C (stereo not drawn)	0%	15%	0.0%	2%	-7	-23%	0%	3%	13%	4%	4
O=C(N/N=C/c1cc(Br)c(O)c(Br)c1)c1cc2c(ccc3ccccc32)o1	12%	?	0.2%	/	6	9%	1%	-4%	/	-10%	/
CCOC(=O)CSC1=C(C#N)C(c2ccco2)C(C(=O)OCc2ccccc2)=C(C)N1 (stereo not drawn)	-1%	-1%	-0.6%	2%	8	?	-7%	-2%	8%	-2%	-1
Cc1cc(NC(=O)c2cccs2)no1	-2%	?	-0.4%	-5%	5	5%	-4%	0%	/	2%	0
CC(=O)NCCNC(=O)c1ccc(-n2c(C)ccc2C)cc1	0%	-11%	0.4%	-4%	-14	-9%	-4%	-1%	-8%	3%	5
CCn1c(-c2ccccc2)c(C(=O)CCl)c2ccccc21	2%	?	-0.1%	-2%	-13	-7%	-3%	2%	?	-4%	4
COc1ccc(N/N=C(/N=Nc2nc(C)cc(=O)[nH]2)c2ccccc2)cc1	1%	?	-0.5%	10%	-18	-35%	-1%	0%	-12%	-16%	-11
CCOc1ccc(-c2nnn(CC(=O)NCc3cccs3)n2)cc1	6%	?	0.4%	-6%	-9	11%	1%	4%	-8%	-4%	2
O=C(NCCc1csc(-c2ccccc2)n1)c1ccco1	0%	1%	3.2%	-2%	9	-14%	-4%	-1%	/	1%	-7
COc1ccc(/C=C/C(=O)c2ccc3c4c(cccc24)CC3)cc1OC	2%	?	0.0%	2%	-4	-15%	-2%	0%	-1%	5%	-3
COc1ccc(-c2c(C)nc(N)nc2-c2ccc(OCc3ccc(C)cc3)cc2O)cc1OC	-3%	-1%	2.2%	-3%	-10	-17%	0%	/	-13%	-6%	-6
COc1nccnc1NS(=O)(=O)c1ccc(NC(=S)NC(=O)c2ccccc2)cc1	-9%	-1%	-1.0%	-1%	-28	2%	-2%	3%	7%	2%	3
COC(=O)C(Cc1c[nH]c2ccccc12)NC(=O)c1cccc(S(=O)(=O)N2CCCCC2)c1 (stereo not drawn)	1%	-6%	0.4%	/	5	12%	1%	/	/	-4%	/
CC(C)Oc1ccc(CCc2nnc(SC(C)C(=O)O)n2-c2ccccc2)cc1 (stereo not drawn)	0%	21%	0.1%	9%	-4	-11%	-7%	2%	-10%	8%	7
Cc1nc2scc(C)n2c(=O)c1S(=O)(=O)N1CCN(c2ccccn2)CC1	8%	0%	-0.6%	/	-8	2%	-1%	0%	-29%	3%	1
CCc1ccc(S(=O)(=O)N2CCN(c3ncccn3)CC2)cc1	-4%	2%	0.2%	5%	-3	-33%[inhibitor]	-1%	3%	-17%	0%	4
N/C(CCN1CCCCC1)=N/O	/	/	/	-1%	-7	0%	-4%	0%	1%	3%	2
Cc1cc(C(=O)NCC(=O)OCC(=O)N(C)C2CCCCC2)ccc1[N+](=O)[O-]	-2%	-5%	-1.1%	2%	0	6%	-1%	0%	-5%	5%	-4
COc1cc(C(=O)OC(C)C(=O)NCC2CCCCC2)cc(NC(=O)c2ccco2)c1OC (stereo not drawn)	0%	-23%	-0.4%	-5%	-30	21%	2%	3%	-28%	-10%	5
O=S(=O)(c1ccc(OCc2nc3ccccc3s2)c(Cl)c1)N1CCOCC1	-3%	11%	0.1%	-17%	-5	6%	0%	0%	22%	-5%	-3

High-throughput results: PubChem BioAssay, National Center for Advancing Translational Sciences (NCATS)
